Compound activity deposited in PubChem BioAssay by several laboratories.
TRPN1 ag: activates the zebrafish TRPN1 channel. AID 1424. activation, % at 3 µM. actives 0.18% (n = 220,000). HEK293 zebrafish TRPN1-YFP, Fluo-8 calcium fluorescence; 100% = response to 87 µM carbachol;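 active = activation above its plate's cutoff, the mean activation of test wells on that plate plus 3 SD, cut at about 19% in these data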;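 also: 0% = DMSO alone and 100% = 87 µM carbachol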
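Material: zebrafish TRPN1-YFP in HEK293 cells. Doses: one dose of 3 µM, 0.3% DMSO. Incubation: dye 1 h 37 °C plus 30 min RT. Measured by: intracellular calcium fluorescence with Fluo-8.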
PPC-1+TRAIL kill: PPC-1 cancer cell killing with TRAIL present; AID 1443; PPC-1 cells + TRAIL, ATPLite viability luminescence; cell killing (% activity), % at 4 µM; actives 0.41% (n = 220,000);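 active = cell killing above 50% in the first pass at 4 µM, then a duplicate retest at 5 µM averaging 50% or more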;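 also: plate controls were cells with TRAIL plus DMSO for no effect and medium-only wells lacking cells for full effect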
Runt-SMMHC FRET: inhibitors of human RUNX1 Runt domain binding to CBFb-SMMHC; Q01196+Q13951; Cerulean-Runt/Venus-CBFb-SMMHC FRET ratio 530/480, 1 h; inhibition, % at 20 µM; actives 0.74% (n = 220,000); AID 1434;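 active = mean inhibition across duplicate retests at 20 µM reaching about 50%, limit read from the data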;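 also: 0% = DMSO wells and 100% = wells with excess untagged CBFb-SMMHC; inhibitors lower the FRET ratio by blocking Runt binding to CBFb-SMMHC; some results filed as inactive read as strong as hits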
TNF death inh: TNF-alpha cell death inhibition in Jurkat FADD-/- cells. Jurkat FADD-/- TNF necroptosis rescue, ATP luminescence, 24 h; 0 = TNF only, 100 = no-TNF cells. activation (protection from cell death), % at 10 µM. actives 0.068% (n = 220,000). AID 463075;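 active = activation, meaning protection from cell death, of at least 50% relative to plate controls; inactive = activation below 50%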;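 also: necroptosis triggered by 40 ng/mL TNF-alpha added together with compound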
CHOP inhibitor: inhibitors of CHOP induction in ER stress response; CHO-K1 CHOP-promoter luciferase, tunicamycin-induced, 15-18 h; inhibition, % at 10 µM; actives 3.8% (n = 220,000); AID 2732;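 active = compounds that reduced the stress-induced luciferase reporter signal by more than about 70% of percent inhibition, limit read from the data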;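 also: 0% = tunicamycin plus vehicle and 100% = wells without tunicamycin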
TRPML3 agonist: agonists of human TRPML3 channel. AID 1448. Q8TDD5. activation, % at 3 µM. actives 0.29% (n = 220,000). HEK293 TRPML3-YFP, Fluo-8 calcium fluorescence; 100% = the carbachol control signal;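 active = activation above its plate's cutoff, the mean activation of the plate's test wells plus 3 SD, cut at about 12% in these data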;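 also: 0% = DMSO only wells and 100% = carbachol wells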
Target sequence (Q8TDD5 whole entry, looked up): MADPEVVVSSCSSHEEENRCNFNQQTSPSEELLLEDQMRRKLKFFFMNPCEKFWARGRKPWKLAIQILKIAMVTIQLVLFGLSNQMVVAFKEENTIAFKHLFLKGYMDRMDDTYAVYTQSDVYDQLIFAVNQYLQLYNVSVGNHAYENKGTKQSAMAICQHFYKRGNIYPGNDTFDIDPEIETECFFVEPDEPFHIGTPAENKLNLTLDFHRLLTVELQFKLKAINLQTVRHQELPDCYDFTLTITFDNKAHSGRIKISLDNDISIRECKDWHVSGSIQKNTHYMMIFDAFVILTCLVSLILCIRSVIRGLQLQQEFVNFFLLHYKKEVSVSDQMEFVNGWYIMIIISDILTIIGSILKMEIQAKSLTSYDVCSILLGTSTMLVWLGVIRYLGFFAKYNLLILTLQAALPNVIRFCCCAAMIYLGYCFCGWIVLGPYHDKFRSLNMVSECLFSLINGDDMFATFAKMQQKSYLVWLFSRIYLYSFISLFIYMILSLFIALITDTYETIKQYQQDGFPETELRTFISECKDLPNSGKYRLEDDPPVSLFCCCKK
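Material: HEK293 cells stably carrying human TRPML3-YFP; compound dosing: single dose, 3 µM final nominal compound, 0.3% DMSO final; incubation: 1-h 37 °C dye load, 5-s basal, 120-s post-compound reads; technique: Fluo-8 intracellular calcium fluorescence, excitation 470-495 nm, emission 515-575 nm; read-out basis: percent activation from peak-to-basal fluorescence ratio, scaled between DMSO and carbachol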
p47phox inh: blocks human p47phox regulatory protein of NADPH oxidases. actives 0.53% (n = 220,000). p47phox/p22phox peptide binding, fluorescence polarization, 2 h. inhibition, % at 24.7 µM;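 active = inhibition above about 30%, limit read from the data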;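 also: 0% = p47phox with labelled peptide and 100% = labelled peptide alone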
Target sequence (P14598 whole entry, looked up): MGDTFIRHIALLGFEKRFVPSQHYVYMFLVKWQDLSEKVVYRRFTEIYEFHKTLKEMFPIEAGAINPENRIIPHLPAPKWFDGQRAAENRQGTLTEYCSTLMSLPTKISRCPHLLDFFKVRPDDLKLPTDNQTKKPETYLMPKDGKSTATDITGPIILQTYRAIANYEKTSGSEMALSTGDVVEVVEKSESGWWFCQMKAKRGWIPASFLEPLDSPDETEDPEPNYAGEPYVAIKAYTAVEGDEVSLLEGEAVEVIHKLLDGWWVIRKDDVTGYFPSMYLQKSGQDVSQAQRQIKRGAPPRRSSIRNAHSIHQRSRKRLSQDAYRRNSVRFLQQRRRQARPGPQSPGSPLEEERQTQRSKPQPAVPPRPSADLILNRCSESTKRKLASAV
MDM2 E3 inh: Mdm2 E3 ligase (human) inhibition; cell-based MDM2 ubiquitination luciferase reporter, 2 h; 0 = plate control, 100 = twice control, blank-subtracted; signal enhancement, % at 5 µM; actives 0.11% (n = 210,000); AID 1230;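 active = signal enhancement of 30% or more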;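 also: luminescence tracks abundance of the self-degrading MDM2-luciferase fusion protein; higher signal means inhibition of MDM2 E3 ligase activity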
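Assay system: stable mammalian line carrying autodegrading MDM2–luciferase fusion reporter; amount: 2000 cells seeded into each well; buffer or medium: DMEM; benchmarks: plate control and blank wells; signal: luciferase luminescence; timing: 2 h compound exposure at 37 °C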
EBV gp42 block: blocks Epstein-Barr virus glycoprotein 42 binding. Fluorescence polarization binding assay, mP read-out. inhibition, % (tested at 21.74 µM). actives 0.42% (n = 220,000). AID 1085; in the data active = inhibition above about 50%
Active calls of the source: *.

Results for CC(C)CC1(C(=O)NCCN2CCOCC2)C=CCN1C(=O)c1ccccc1 (centres undefined) ?
TRPN1 ag: -0.5; PPC-1+TRAIL kill: 7; Runt-SMMHC FRET: 4; TNF death inh: 0.0; CHOP inhibitor: 8; TRPML3 agonist: 0.6; p47phox inh: -4; EBV gp42 block: -15

Results for COc1ccc(/C=C/C(=O)OCC(=O)c2ccc3c(c2)NC(=O)CO3)cc1 ?
TRPN1 ag: 1.5; PPC-1+TRAIL kill: -8; Runt-SMMHC FRET: 6; TNF death inh: 0.3; CHOP inhibitor: 2; TRPML3 agonist: 0.8; p47phox inh: -15; MDM2 E3 inh: -13; EBV gp42 block: -9

What do the screens show for `COc1ccccc1-n1c(=O)[nH]c2c(C(N)=O)nc(CC(C)C)nc21`?
TRPN1 ag: 1.4; PPC-1+TRAIL kill: 19; Runt-SMMHC FRET: -1; TNF death inh: -1.2; CHOP inhibitor: -9; TRPML3 agonist: -0.1; p47phox inh: -20; MDM2 E3 inh: -14; EBV gp42 block: -23

Results for C/C(N)=C(/C#N)C(=O)COc1ccc(Cl)cc1Cl ?
TRPN1 ag: 0.0; PPC-1+TRAIL kill: 4; Runt-SMMHC FRET: 2; TNF death inh: 1.3; CHOP inhibitor: -22; TRPML3 agonist: 0.4; p47phox inh: 4; MDM2 E3 inh: 1; EBV gp42 block: 1

Results for COc1ccc(CCC(=O)N(C)CC(=O)Nc2cc(C)ccc2C)cc1 ?
TRPN1 ag: -1.0; PPC-1+TRAIL kill: -13; Runt-SMMHC FRET: 3; TNF death inh: 0.0; CHOP inhibitor: -6; TRPML3 agonist: -0.8; p47phox inh: -11; MDM2 E3 inh: -6; EBV gp42 block: -15

How did COc1ccc(-c2[nH]c(-c3cccc(OC)c3)nc2SCC(=O)NC2CCCC2)cc1 do in these assays?
TRPN1 ag: -0.7; PPC-1+TRAIL kill: -6; Runt-SMMHC FRET: 2; TNF death inh: 4.7; CHOP inhibitor: -9; TRPML3 agonist: -1.1; p47phox inh: -19; EBV gp42 block: -9

How did CCOc1ccc(N(CC(=O)Nc2ccc(C)cc2)S(=O)(=O)c2c(C)noc2C)cc1 do in these assays?
TRPN1 ag: -0.5; PPC-1+TRAIL kill: 7; Runt-SMMHC FRET: 5; TNF death inh: -0.1; CHOP inhibitor: 24; TRPML3 agonist: -0.8; p47phox inh: -13; MDM2 E3 inh: -24; EBV gp42 block: -13

Results for CCOC(=O)c1c(NC(=O)Cn2cc([N+](=O)[O-])cn2)sc2c1CCC2 ?
TRPN1 ag: 0.5; PPC-1+TRAIL kill: -23; Runt-SMMHC FRET: 2; TNF death inh: -3.7; CHOP inhibitor: 46; TRPML3 agonist: -0.1; p47phox inh: -2; MDM2 E3 inh: -15; EBV gp42 block: 10

What do the screens show for `O=C(Nc1sc2c(c1C(=O)O)CCC2)c1cccs1`?
TRPN1 ag: 0.7; PPC-1+TRAIL kill: 13; Runt-SMMHC FRET: -5; TNF death inh: 0.3; CHOP inhibitor: -38; TRPML3 agonist: 0.7; p47phox inh: -13; MDM2 E3 inh: -2; EBV gp42 block: -17

How did CCOC(=O)COc1ccc2ccccc2c1/C=C/[N+](=O)[O-] do in these assays?
TRPN1 ag: 1.1; PPC-1+TRAIL kill: 1; Runt-SMMHC FRET: 1; TNF death inh: 1.4; CHOP inhibitor: 109*; TRPML3 agonist: 6.0; p47phox inh: -9; MDM2 E3 inh: -49; EBV gp42 block: -7

Results for CCOc1cc(C(=O)Nc2ccccc2N2CCOCC2)ccc1OCC(=O)N1CCCCC1 ?
TRPN1 ag: -0.6; PPC-1+TRAIL kill: 12; Runt-SMMHC FRET: -1; TNF death inh: 1.9; CHOP inhibitor: -7; TRPML3 agonist: 1.2; p47phox inh: 2; MDM2 E3 inh: -9; EBV gp42 block: -9

Results for CCn1c(SCC(=O)NCCc2ccccc2)nc2c(c1=O)SC(C)C2 (centres undefined) ?
TRPN1 ag: 0.0; PPC-1+TRAIL kill: 13; Runt-SMMHC FRET: -7; TNF death inh: 0.8; CHOP inhibitor: 9; TRPML3 agonist: 0.0; p47phox inh: -4; MDM2 E3 inh: -1; EBV gp42 block: -2

How did CCOc1ccccc1CNC(=O)c1ccc(Sc2ccc(Cl)cc2)c(NC(C)=O)c1 do in these assays?
TRPN1 ag: -1.9; PPC-1+TRAIL kill: 7; Runt-SMMHC FRET: -3; TNF death inh: 5.7; CHOP inhibitor: 41; TRPML3 agonist: 0.3; p47phox inh: -9; MDM2 E3 inh: 6; EBV gp42 block: -8

Results for O=C(CSc1ncnc2ccccc12)Nc1cccc(S(=O)(=O)N2CCCC2)c1 ?
TRPN1 ag: 4.9; PPC-1+TRAIL kill: 2; Runt-SMMHC FRET: -1; TNF death inh: 2.0; CHOP inhibitor: 51; TRPML3 agonist: 0.9; p47phox inh: -23; MDM2 E3 inh: -4; EBV gp42 block: 4

Results for O=C(O)/C=C1\NC(=O)c2ccccc21 ?
TRPN1 ag: -0.3; PPC-1+TRAIL kill: 11; Runt-SMMHC FRET: 0; TNF death inh: 1.2; CHOP inhibitor: 8; TRPML3 agonist: -0.3; p47phox inh: 4; MDM2 E3 inh: -24; EBV gp42 block: -11

What do the screens show for `Clc1ccc(CN2CCN(c3ncnc4scc(-c5cccs5)c34)CC2)cc1`?
TRPN1 ag: -0.8; PPC-1+TRAIL kill: -9; Runt-SMMHC FRET: -3; TNF death inh: -2.7; CHOP inhibitor: 48; TRPML3 agonist: -0.4; p47phox inh: -9; MDM2 E3 inh: -5; EBV gp42 block: 1

How did CC1(C)CC(=O)C2=C(C1)Nc1ccccc1NC2c1ccc2c(c1)OCO2 (centres undefined) do in these assays?
TRPN1 ag: 0.2; PPC-1+TRAIL kill: 4; Runt-SMMHC FRET: -1; TNF death inh: 0.3; CHOP inhibitor: 1; TRPML3 agonist: 0.2; p47phox inh: -11; MDM2 E3 inh: 14; EBV gp42 block: -17

Results for Cc1ccc(S(=O)(=O)c2nc(-c3ccccc3)oc2NCCCN2CCOCC2)cc1 ?
TRPN1 ag: -1.8; PPC-1+TRAIL kill: 15; Runt-SMMHC FRET: 2; TNF death inh: 2.4; CHOP inhibitor: 25; TRPML3 agonist: 0.3; p47phox inh: -7; MDM2 E3 inh: -7; EBV gp42 block: 23

What do the screens show for `C=CCn1c(SCc2ccccc2)nnc1-c1cccnc1`?
TRPN1 ag: 1.3; PPC-1+TRAIL kill: 2; Runt-SMMHC FRET: -3; TNF death inh: -0.8; CHOP inhibitor: 0; TRPML3 agonist: 0.4; p47phox inh: -12; MDM2 E3 inh: -15; EBV gp42 block: -24

Results for O=C(Nc1ccccc1)N1CCN(c2ccc(F)cc2)CC1 ?
TRPN1 ag: 0.0; PPC-1+TRAIL kill: 5; Runt-SMMHC FRET: -3; TNF death inh: 1.5; CHOP inhibitor: 34; TRPML3 agonist: 0.1; p47phox inh: -17; MDM2 E3 inh: -6; EBV gp42 block: -19

What do the screens show for `Cn1c(=O)oc2ccc(C(=O)CSc3nnnn3-c3ccccc3)cc21`?
TRPN1 ag: 2.1; PPC-1+TRAIL kill: 17; Runt-SMMHC FRET: 0; TNF death inh: -0.2; CHOP inhibitor: -3; TRPML3 agonist: -0.1; p47phox inh: -1; MDM2 E3 inh: -6; EBV gp42 block: -20

Results for CC(C(=O)N1CCCCCC1)c1ccc([N+](=O)[O-])cc1 (centres undefined) ?
TRPN1 ag: -0.4; PPC-1+TRAIL kill: 5; Runt-SMMHC FRET: 1; TNF death inh: 1.4; CHOP inhibitor: 24; TRPML3 agonist: 1.1; MDM2 E3 inh: -9; EBV gp42 block: -2

How did Cc1ccc(C(C)C)c(OCCNS(C)(=O)=O)c1 do in these assays?
TRPN1 ag: -1.6; PPC-1+TRAIL kill: 16; Runt-SMMHC FRET: 1; TNF death inh: -1.0; CHOP inhibitor: 7; TRPML3 agonist: -1.2; p47phox inh: -16; MDM2 E3 inh: -20; EBV gp42 block: -12

How did Cc1ccc(Cc2c(C)nc3nc(SCC(=O)NCc4ccco4)nn3c2C)cc1 do in these assays?
TRPN1 ag: -1.1; PPC-1+TRAIL kill: 9; Runt-SMMHC FRET: 12; TNF death inh: -9.4; TRPML3 agonist: 0.3; p47phox inh: -4; MDM2 E3 inh: -9; EBV gp42 block: 5

What do the screens show for `CNCc1sccc1C`?
TRPN1 ag: 0.9; PPC-1+TRAIL kill: -4; Runt-SMMHC FRET: -4; TNF death inh: 0.9; CHOP inhibitor: 15; TRPML3 agonist: 0.8; p47phox inh: 1; MDM2 E3 inh: -11; EBV gp42 block: -7

Results for CC(/C=N/NC(=O)Cc1cccs1)=C\c1ccco1 ?
TRPN1 ag: -1.7; PPC-1+TRAIL kill: -12; Runt-SMMHC FRET: -6; TNF death inh: -2.0; CHOP inhibitor: 3; TRPML3 agonist: -0.6; p47phox inh: -5; MDM2 E3 inh: -13; EBV gp42 block: -5

Results for CC1(OC(=O)CCc2ccccc2)C(=O)C=C2C=C(c3ccc(C#N)cc3)N(C(CO)CO)C=C2C1=O (centres undefined) ?
PPC-1+TRAIL kill: -3; Runt-SMMHC FRET: -2; TNF death inh: 2.1; CHOP inhibitor: -14; p47phox inh: 3; MDM2 E3 inh: 2; EBV gp42 block: -5

Results for Cc1ccc(C(=O)ONc2ccc(N=O)cc2)cc1 ?
TRPN1 ag: -0.7; PPC-1+TRAIL kill: 15; Runt-SMMHC FRET: 1; TNF death inh: 1.7; CHOP inhibitor: 19; TRPML3 agonist: 0.5; p47phox inh: -12; MDM2 E3 inh: -58; EBV gp42 block: -11

Random excerpt: 3 entries already listed, in no set order.
Results for CC1(OC(=O)CCc2ccccc2)C(=O)C=C2C=C(c3ccc(C#N)cc3)N(C(CO)CO)C=C2C1=O (centres undefined) ?
PPC-1+TRAIL kill: -3; Runt-SMMHC FRET: -2; TNF death inh: 2.1; CHOP inhibitor: -14; p47phox inh: 3; MDM2 E3 inh: 2; EBV gp42 block: -5

Results for CC(C(=O)N1CCCCCC1)c1ccc([N+](=O)[O-])cc1 (centres undefined) ?
TRPN1 ag: -0.4; PPC-1+TRAIL kill: 5; Runt-SMMHC FRET: 1; TNF death inh: 1.4; CHOP inhibitor: 24; TRPML3 agonist: 1.1; MDM2 E3 inh: -9; EBV gp42 block: -2

Results for Cc1ccc(C(=O)ONc2ccc(N=O)cc2)cc1 ?
TRPN1 ag: -0.7; PPC-1+TRAIL kill: 15; Runt-SMMHC FRET: 1; TNF death inh: 1.7; CHOP inhibitor: 19; TRPML3 agonist: 0.5; p47phox inh: -12; MDM2 E3 inh: -58; EBV gp42 block: -11
